Screening data as filed in PubChem BioAssay.
LDHA inh – LDHA (human) enzyme inhibition; purified LDHA, NADH/diaphorase-resazurin fluorescence; stronger effect = lower value; activity change, % (values are at about 110 or 230 µM); 0.15% of 480,000 active; AID 1347041; in the data active = activity change below about -30%; inconclusive = mostly about -25% to -30%;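 note: plate controls were DMSO wells for no effect and wells without enzyme for full effect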
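Human LDH5 (2 nM) was incubated with 0.06 mM NADH and 0.2 mM pyruvate for 5 min at room temperature in Tris pH 7.4. Remaining NADH was coupled through diaphorase/resazurin, and resorufin fluorescence was read at 0 and 20 min.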
Starred values were filed as active, the others as inactive; ? = inconclusive. A portion of the library; the hit share may differ from the screen's.

mol,LDHA inh
CCOC(=O)N1CCN(C(=O)Cn2nc(-c3ccccc3)ccc2=O)CC1,2
Cc1ccc(-c2cc(C(=O)N3CCOCC3C)n[nH]2)s1 (configuration not stated),6
Cc1cc(NC(=O)C(C)(C)C)cc(-c2nc3cc(Cl)ccc3o2)c1O,3
Cc1ccc(Cl)cc1NC(=O)COC(=O)c1nn(C)c(=O)c2ccccc12,0
CCC(CC)C(=O)Nc1sc2c(c1C#N)CCC(C)C2 (configuration not stated),3
O=C(Nc1cccc(C(F)(F)F)c1)c1nn(-c2ccccc2)c(=O)c2ccccc12,8
O=C(NCCc1cc2ccccc2[nH]1)Nc1cccc2ccccc12,0
CCCC(=O)n1nc(-c2cccs2)nc1NCc1ccc(C)o1,-10
COc1ccc(NS(=O)(=O)c2ccc3oc(SCC(=O)N4CCCCC4)nc3c2)cc1,-7
O=C1OCCC1N1CCC(c2nc3ccccc3s2)CC1 (configuration not stated),-6

Brought forward from above: 2 compounds; new compounds follow.
mol,LDHA inh
COc1ccc(NS(=O)(=O)c2ccc3oc(SCC(=O)N4CCCCC4)nc3c2)cc1,-7
O=C1OCCC1N1CCC(c2nc3ccccc3s2)CC1 (configuration not stated),-6
COc1ccccc1NC(=O)c1ncoc1-c1cccc(Cl)c1,-7
Cc1cc(C)c(-c2csc(NC(=O)CN(C)CC(=O)Nc3cccc(C)c3C)n2)c(C)c1,9
Cc1oc2cc(OCC(=O)NC3(C)CCS(=O)(=O)C3)ccc2c(=O)c1Oc1ccccc1 (configuration not stated),1
c1ccc(CN2CCCNCC2)cc1,-3
COc1ccc(S(=O)(=O)Nc2ccc3c(c2)CCN3C(=O)c2cccnc2)c(C)c1,3
CC(=O)Nc1sc2c(c1-c1ccc3c(c1)OCCCO3)CCNC2,3
CC(C)Cc1cc(-c2nn3c(-c4cccs4)nnc3s2)n(C)n1,4
Cc1nc2nc(N(Cc3ccc(F)cc3)C(=O)c3ccco3)[nH]n2c(=O)c1C,1
Cc1c(F)cc(C(N)=O)cc1NS(=O)(=O)c1ccc2ccccc2c1,-2
O=C(c1ccccc1O)N1CCN(C(=O)c2cc(=O)[nH]c3ccccc23)CC1,1
CC(C)(C)C(=O)NCCCC(=O)NCc1ccccc1,3
Cc1ccc(-c2cn3ccccc3n2)cc1C,3
COc1ccc2cc(C(=O)NCc3cccnc3-n3cccn3)c(C)nc2c1,5
CC(On1nnc2ccc(Cl)cc21)C(=O)Nc1ccccc1F (configuration not stated),-8
CN(Cc1ccc(C(=O)NCC(F)(F)F)cc1)C(=O)C1CCCN(C(=O)c2ccc(Cl)cc2)C1 (configuration not stated),-3
CC1=C(C)CC(C(=O)Nc2ccc(C(=O)NCc3cccnc3)cc2)C(C(=O)O)C1 (configuration not stated),1
CNC(=O)c1ccc(/C=C/C(=O)c2ccccc2C)cc1,-7
c1cc(CNC2CC2)c2cc[nH]c2c1,9
O=C(Cc1nnc(-c2nc3ccccc3[nH]2)o1)Nc1cc(C(F)(F)F)ccc1Cl,3
O=C(NCc1ccco1)c1ccc2c(c1)N(Cc1ccccc1)C(=O)c1ccccc1S2=O (configuration not stated),-2
COc1ccc(C2CCCCCN2C(=O)Cn2cnc3ccc(F)cc3c2=O)cc1 (configuration not stated),12
CC(Sc1nnc(C2CC2)n1Cc1ccco1)C(=O)Nc1ccnn1C(C)C (configuration not stated),-6
Cc1cccc(C)c1NC(=O)CSCc1cc(=O)n2ccsc2n1,10
COC(=O)C1(C(=O)OC)C(c2ccccc2)CC(=O)CC1c1ccccc1 (configuration not stated),5
CC(NC(=O)CCc1nc2sc3c(c2c(=O)[nH]1)CCC3)c1cccc(C(F)(F)F)c1 (configuration not stated),4
COC(=O)c1ccc(Oc2c(C)oc3cc(OCC(=O)c4ccc(OC)cc4)ccc3c2=O)cc1,-4
CCCN(CCC)S(=O)(=O)c1c(C(=O)OCC)c(C)n(C)c1C,0
O=C(CNc1cccc(Br)c1)N(C1CCCCC1)C1CCS(=O)(=O)C1 (configuration not stated),-18
CCOC(=O)c1c(C)c(C(=O)Nc2ccc(Br)cc2C)c(C)n1C,13
c1ccc(-c2nnc(SCC3CCOCO3)n2-c2ccccc2)cc1 (configuration not stated),3

Arranged by length of the SMILES (lowest first): part of the list above
mol,LDHA inh
Cc1ccc(-c2cn3ccccc3n2)cc1C,3
CC(Sc1nnc(C2CC2)n1Cc1ccco1)C(=O)Nc1ccnn1C(C)C (configuration not stated),-6
CC(NC(=O)CCc1nc2sc3c(c2c(=O)[nH]1)CCC3)c1cccc(C(F)(F)F)c1 (configuration not stated),4

Other entries follow.
mol,LDHA inh
COc1ccc(CN2CCN(CC=C(C)C)CC2)cc1,-19
CCOc1ccc(OC(C)C(=O)NN)cc1 (configuration not stated),2
N#CCC(=O)Nc1ccc(C(=O)OCc2ccc(Cl)cc2)cc1,-18
COc1cc(NC(=O)c2nc3nc(C)cc(C(F)F)n3n2)cc(OC)c1OC,9
O=C(O)C(c1c[nH]c2cc(F)ccc12)N1CCN(Cc2cccc3ccccc23)CC1 (configuration not stated),7
Cc1ccc(-c2cc(C(=O)N3CCN(C)CC3)c3ccccc3n2)s1,5
O=C(CSc1nc2ccccc2o1)OCC(=O)N1CCCC1,0
COc1ccc(/C=C(\C#N)C(=O)Nc2ccccc2C(=O)O)c(OC)c1,-7
O=C(Nc1ccc(OCCc2ccccc2)cc1)c1ccccc1,-7
CC(C)C(NS(=O)(=O)Cc1ccc(F)cc1)c1cccs1 (configuration not stated),-10
CCOc1c(Cl)cc(C(=O)NC(C)Cn2cccn2)cc1OC (configuration not stated),?
COc1cccc(CNC(=O)N2CCc3sccc3C2)c1,6
COCCN(CCOC)C(=O)c1cc(-c2ccc(C)cc2)nc2ccccc12,-2
COCCn1cnc2c1c(=O)n(Cc1ccc(C(N)=O)cc1)c(=O)n2CC(C)C,2
Cc1nc2nc(C)c(NC(=O)Nc3ccccc3C(F)(F)F)c(=O)n2[nH]1,10
NC(=O)Nc1ccc(C(=O)Nc2cccc3cccnc23)cc1,-15
O=C(/C=C/c1ccccc1)Nc1ccc(OCCc2ccccc2)cc1,-12
COC(=O)C(C)N1C(=O)S/C(=C/c2ccc(Sc3ccccc3)cc2)C1=O (configuration not stated),-1
CC(C)(C)OC(=O)N1CCN(C(C(=O)O)c2c[nH]c3cc(Cl)ccc23)CC1 (configuration not stated),-10
CCC(=O)Nc1ccc2c(c1)nc(CCn1ccnc1C)n2C,-2
Cc1ccc2c(C)c(CCC(=O)N3CCCCCC3)c(=O)oc2c1,1
COc1ccc(-c2c(NC(C)=O)sc3c2CCNC3)cc1,-1
COc1ccc(OCC(O)CNS(=O)(=O)c2ccc(Br)cc2)cc1 (configuration not stated),10
N#Cc1cc([N+](=O)[O-])ccc1Nc1ccc2c(c1)CCC2,3
c1cc2c(cc1-c1csc(NC3CCCC3)n1)OCCCO2,9
CCOc1ccccc1C(=O)OCc1ccc(C#N)cc1,-2
Cc1cc2c(s1)c1cnn(Cc3ccc(Br)cc3)c(=O)c1n2C,-7
O=C(Cn1cc(CNCc2ccccc2)nn1)Nc1cc(C(F)(F)F)ccc1Cl,0
Cc1ccc(C(=O)C2CC(=O)Nc3c2c(C)nn3-c2ccc(Br)cc2)s1 (configuration not stated),1
Cn1c(=O)n(Cc2ccccc2)c(=O)c2c1nc(Br)n2CC(=O)c1ccccc1,-4

(cont.)
smiles,LDHA inh
Cc1cc(C)c(/C=N/NC(=O)C2CC23CCC3)c(C)c1 (configuration not stated),3
COc1ccc(-c2nc(/C=C/C(=O)NC(C)C3CC4CCC3C4)cs2)cc1 (configuration not stated),-23
CCn1c(SCC(=O)NCC(F)(F)F)nnc1-c1ccncc1,-1
Oc1ccc(C2N3CC4(c5ccccc5)CN2CC(c2ccccc2)(C3)C4O)cc1 (configuration not stated),-5
Cc1ccc(/C=N/N=C(c2ccccc2)c2ccccc2)o1,-16
Cc1ccc(NC(=O)C(Sc2cccc[n+]2[O-])c2ccccc2)cc1 (configuration not stated),9
C#CC(C)(CC)NC(=O)c1ccccc1C(=O)O (configuration not stated),-18
CCc1nnc(NC(=O)c2cc(-c3ccccc3OC)on2)s1,-3

Exported with each value named: part of the list above
Cc1ccc(/C=N/N=C(c2ccccc2)c2ccccc2)o1
  LDHA inh: -16

Cc1ccc(NC(=O)C(Sc2cccc[n+]2[O-])c2ccccc2)cc1 (configuration not stated)
  LDHA inh: 9

C#CC(C)(CC)NC(=O)c1ccccc1C(=O)O (configuration not stated)
  LDHA inh: -18

CCc1nnc(NC(=O)c2cc(-c3ccccc3OC)on2)s1
  LDHA inh: -3

Later entries
smiles,LDHA inh
CS(=O)(=O)NC1CCCN(C(=O)c2cc(F)ccc2F)C1 (configuration not stated),-1
Cc1cc2c(s1)c1cnn(Cc3c(F)c(F)c(C(F)(F)F)c(F)c3F)c(=O)c1n2C,-4
CC(=O)c1ccc(S(=O)(=O)Nc2ccc(C(=O)N3c4ccccc4CC3C)cc2)cc1 (configuration not stated),3
Cc1ccsc1CCNS(=O)(=O)c1ccc2c(c1)NC(=O)CC(C)S2 (configuration not stated),4
Cc1ccc(S(=O)(=O)N(Cc2cc3ccc(C)cc3[nH]c2=O)CC2CCCO2)cc1 (configuration not stated),1
Cc1nc(CNCc2cccc(NC(=O)c3ccc(F)cc3)c2)cs1,-10
CCN(CC)S(=O)(=O)c1ccc(C(=O)C(C#N)c2nc(C)cs2)cc1 (configuration not stated),8
O=C(COc1ccc(F)cc1)Nc1ccc(-c2nc3ccccc3o2)cc1,0
O=C(CC1C=CCC1)NCCc1cccs1 (configuration not stated),4
O=C(CCC(=O)N/N=C/c1ccccc1[N+](=O)[O-])N/N=C/c1ccccc1[N+](=O)[O-],-4
CNc1c(NC(=O)c2cc(Cl)ccc2OC)c(=O)oc2ccccc12,-4
NC(=O)c1ccc(C(=O)N2CCC(c3nc4cc(Cl)ccc4o3)CC2)cc1,4
COc1cccc(C(=O)NCc2cc(=O)n3nc(-c4cccc(C)c4)sc3n2)c1,-5
CN(CCC#N)C(=O)CNC(=O)C1CCCN(S(=O)(=O)c2ccc(Cl)cc2)C1 (configuration not stated),-10
C(#CCN1CCCCC1)COC(c1ccccc1)c1ccccc1,-1
COC(=O)c1c(C)oc2c1cc(NS(=O)(=O)c1ccc(C)cc1)c1ccccc12,16
O=C(CCCc1c[nH]c2ccccc12)Nc1ccc(Br)cc1,8
CCN(C(=O)COC(=O)c1cccc2c(=O)c(C)c(-c3ccccc3)oc12)c1ccccc1,9
O=C(Nc1ncn(Cc2cccc(F)c2)n1)c1cc(S(=O)(=O)N2CCCC2)c(Cl)cc1Cl,-14
Cc1csc(CNC(=O)N(C)Cc2ccc3c(c2)OCCO3)n1,-3
COc1ccc(OC)c(NC(=O)COc2ccc(C(C)C)cc2-n2cnnc2)c1,-2
Cc1cccc(NC(=O)CNC(=O)Cn2c(=O)n(C)c3ccccc32)c1C,7
COc1ccccc1OC(C)C(=O)Nc1ccc(OC)c2ncccc12 (configuration not stated),11
Cc1nc2nc(N(Cc3ccccc3)C(=O)c3ccco3)[nH]n2c(=O)c1C,-3
CCc1ccccc1NC(=O)Nc1c(NC2CCCC2)c2ccccc2oc1=O,0
O=c1[nH]c(CSc2nnnn2-c2ccccc2)nc2ccsc12,2
CCCNc1c(NC(=O)Nc2ccccc2C)c(=O)oc2ccccc12,5
CC1CN(C(=O)N2CCC(C(=O)NCc3ccccc3)CC2)c2ccccc2O1 (configuration not stated),2
CC(C#N)CN(C)C(=O)Cc1coc(-c2ccccc2)n1 (configuration not stated),-19
Cc1ccc2oc(C(=O)Nc3ccnn3Cc3ccc(Cl)cc3)cc(=O)c2c1,10
COC(=O)c1c(COC(=O)c2ccc(N3CCCS3(=O)=O)cc2)nc2ccccc2c1C,4
CCCCn1nnnc1CSc1nnc(-c2ccc(OC)cc2)n1-c1ccc(C)cc1,1
Cc1cc(C(=O)NC(c2ccc3c(c2)OCCCO3)C(C)C)c(C)s1 (configuration not stated),12
Cc1ccc(C(=O)Nc2cccc(-c3nc4ccccc4s3)c2C)cc1,-2
CC12CC3CC(C)(C1)CC(NC(=O)c1cccc4c(Br)cccc14)(C3)C2,-1
COCCNC(=O)CS(=O)Cc1nc(-c2ccc(C)cc2)oc1C (configuration not stated),9
CCC(=O)Nc1nc(C)c(-c2csc(Nc3ccccc3OC)n2)s1,9
CC(C)(C)c1ccc(C(=O)NC(Nc2ccc(I)cc2)C(Cl)(Cl)Cl)cc1 (configuration not stated),?
O=C1CSC(c2cccc(Br)c2)N1c1cccc(C(F)(F)F)c1 (configuration not stated),2
Cc1nc2n(c(=O)c1C)CN(Cc1cccnc1)CN2c1ccc(Cl)cc1Cl,1
CCN(Cc1ccc(C(=O)Nc2cccc(C(=O)NC3CC3)c2)cc1)C(C)C,8
CCc1cccc(CC)c1NC(=O)Cn1nc(C(=O)O)c2ccccc2c1=O,-5

2 neighbouring entries out of the list so far, quoted:
smiles,LDHA inh
CCOC(=O)N1CCN(C(=O)Cn2nc(-c3ccccc3)ccc2=O)CC1,2
Cc1ccc(-c2cc(C(=O)N3CCOCC3C)n[nH]2)s1 (configuration not stated),6
